UBC13 inh: human UBC13 polyubiquitination inhibition | UBC13 polyubiquitin chain formation, TR-FRET | inhibition, % at 20 µM | P61088 | hit rate 0.47% among 330,000; in the data active means inhibition above about 45%, passing the limit was not always enough
Target sequence (P61088 whole entry, looked up): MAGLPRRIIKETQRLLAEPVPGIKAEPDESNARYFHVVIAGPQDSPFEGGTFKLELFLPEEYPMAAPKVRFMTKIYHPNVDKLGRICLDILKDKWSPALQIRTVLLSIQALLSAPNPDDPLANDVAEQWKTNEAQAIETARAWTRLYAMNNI
EBI2 antag: EBI2 (human) antagonism. inhibition, % at 5 µM. AID 651636. hit rate 0.81% among 360,000. P32249. EBI2 beta-arrestin recruitment, luminescence, 7a,25-OHC stimulated; in the data active means inhibition above about 38%;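 further: enzyme fragment complementation signal reports receptor beta-arrestin coupling in cells; 0% = agonist plus DMSO wells and 100% = wells without agonist; some results beyond the cut were filed as inactive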
Target sequence (P32249 whole entry, looked up, the tested form may be a part): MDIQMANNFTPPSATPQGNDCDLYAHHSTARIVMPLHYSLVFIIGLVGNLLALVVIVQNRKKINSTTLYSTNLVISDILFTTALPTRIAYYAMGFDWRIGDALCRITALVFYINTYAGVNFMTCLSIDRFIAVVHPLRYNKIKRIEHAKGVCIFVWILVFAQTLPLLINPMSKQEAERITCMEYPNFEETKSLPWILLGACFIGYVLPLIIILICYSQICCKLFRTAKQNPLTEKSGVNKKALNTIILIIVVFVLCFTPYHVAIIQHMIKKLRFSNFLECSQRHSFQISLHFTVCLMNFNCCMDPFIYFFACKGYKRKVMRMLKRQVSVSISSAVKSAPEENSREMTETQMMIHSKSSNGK
APJ agonist: activates the human apelin receptor APJ | activation, % at 20 µM | hit rate 0.11% among 330,000 | CHO-K1 APJ PathHunter beta-arrestin, luminescence; 0% DMSO wells, 100% apelin | AID 2520 | P35414;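 active means activation more than six SD over the plate average, tested at 20 µM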;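 further: 0% = DMSO alone and 100% = apelin-13 at 10 nM; some results filed as inactive read as strong as hits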
Target sequence (P35414 whole entry, looked up): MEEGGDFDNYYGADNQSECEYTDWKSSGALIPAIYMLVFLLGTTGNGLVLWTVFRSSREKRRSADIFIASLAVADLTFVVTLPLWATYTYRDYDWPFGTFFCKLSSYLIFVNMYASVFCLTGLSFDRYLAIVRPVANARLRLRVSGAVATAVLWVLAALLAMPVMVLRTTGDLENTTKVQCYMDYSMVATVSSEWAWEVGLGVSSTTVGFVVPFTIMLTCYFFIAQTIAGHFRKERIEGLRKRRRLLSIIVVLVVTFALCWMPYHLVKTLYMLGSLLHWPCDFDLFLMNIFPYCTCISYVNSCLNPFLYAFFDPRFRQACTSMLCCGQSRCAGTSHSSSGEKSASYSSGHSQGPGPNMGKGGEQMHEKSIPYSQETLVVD
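Material: CHO-K1 APJ beta-arrestin complementation cell line; Input: cell density 1000 per well; Incubation: compound stimulation 90 min at 25 °C, detection 60 min; Signal: luminescence from split beta-galactosidase complementation, Galacton Star/Emerald II substrate; Controls: DMSO-only wells as negative, 10 nM Apelin-13 as positive control.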
ATG4B inh: blocks human ATG4B protease cleavage of LC3 substrate; Q9Y4P1; ATG4B cleavage of LC3-PLA2, NBD-HPC fluorescence, 1 h; inhibition, % at 8.33 µM; hit rate 0.51% among 340,000; in the data active means inhibition above about 40%
CXCR6 block: CXCR6 (human) receptor inhibition | O00574 | CHO-K1 PathHunter CXCR6 beta-arrestin, luminescence | inhibition, % at 20 µM | hit rate 0.36% among 360,000 | AID 602244; in the data active means inhibition above about 34%, passing the limit was not always enough;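 further: antagonist mode with CXCL16 agonist at 10 nM final; 0% = 10 nM CXCL16 with DMSO and 100% = unstimulated wells without agonist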
CCR6 antagonist: antagonists of human CCR6 receptor; hit rate 0.49% among 340,000; P51684; CHO-K1 CCR6 PathHunter beta-arrestin, luminescence, CCL20-stimulated; inhibition, % at 20 µM;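 active means compounds whose inhibition of the agonist-driven luminescence signal at 20 µM reaches about 50%, limit read from the data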;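 further: cells stimulated with CCL20 at 14 nM final; plate controls were DMSO with CCL20 for no effect and DMSO without agonist for full effect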
Gli-Sufu block: Gli-Sufu pathway antagonism; Sufu-KO-LIGHT fibroblasts, Gli luciferase reporter luminescence; inhibition, % at 5 µM; hit rate 0.74% among 340,000;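 active means inhibition above about 55%, limit read from the data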;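 further: 0% = DMSO-treated cells and 100% = wells with medium but no cells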
APJ antagonist: APJ receptor antagonism | CHO-K1 APJ beta-arrestin complementation, luminescence | inhibition, % at 20 µM | hit rate 0.32% among 330,000 | AID 2521;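 active means inhibition above about 40% at 20 µM, limit read from the data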;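 further: cells challenged with 10 nM apelin-13 agonist together with compound; plate controls were apelin-13 plus DMSO wells for no effect and DMSO wells lacking apelin-13 for full effect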
Starred values were filed as active, the others as inactive; . = not tested or not shown.

Fields: Gli-Sufu block, APJ agonist, CCR6 antagonist, APJ antagonist, EBI2 antag, UBC13 inh, CXCR6 block, ATG4B inh
O=C1CCc2cc(S(=O)(=O)NC(Cc3ccccc3)C(=O)NC3CCCCC3)ccc2N1 (centres undefined)
    ., 0, ., -1, -2, 1, -3, .
Nc1ncccc1C(=O)OCC(=O)N1CCN(S(=O)(=O)c2ccc(Cl)cc2)CC1
    -6, 0, -2, 10, 7, 12, 4, -11
CCOc1ccc(N(C(C)C(=O)NCc2ccco2)S(C)(=O)=O)cc1 (centres undefined)
    -3, 0, 9, -4, -1, 2, 9, -14
CC1Cc2ccccc2N1C(=O)c1ccc2c(c1)OCO2 (centres undefined)
    -34, -2, 5, 2, -1, -10, 4, 3
Cc1ccc(N(CC(=O)NCc2ccc(F)cc2)C(=O)c2csnn2)c(C)c1
    -1, -4, -15, 21, -7, 6, -2, -2
Cc1[nH]c2ccccc2c1CCO
    6, -3, 5, 16, -11, -1, 1, 0
Oc1c(C=Nc2ccc(Cl)cn2)sc2ccccc12
    -13, 8, -4, -25, 10, -24, 1, 35
CC(C)COC(=O)C1C(=O)CC(C)(O)C(C(=O)OCC(C)C)C1c1cccnc1 (centres undefined)
    3, -3, -5, -9, -3, 4, 4, 3
CCCCn1c(N)c(N(CCOC)C(=O)COC(=O)CCOc2ccc(C)cc2)c(=O)[nH]c1=O
    ., -4, -2, 12, 11, -2, 8, 2
N#Cc1ccsc1NC(=O)CN1C(=O)NC2(CCCC2)C1=O
    ., -4, ., 6, 10, -7, 8, .
CC(C)CC(=O)NCCNC(=O)c1cc(OCC(F)(F)F)ccc1OCC(F)(F)F
    2, -1, 6, 22, -1, 0, 0, -10
CC(C)(C)C(=O)NNC(=O)C1CC1(c1ccccc1)c1ccccc1 (centres undefined)
    19, -2, 3, 18, -3, 4, -9, 6
COC(=O)c1oc2ccc(Br)cc2c1-n1cccc1
    4, 1, 9, -34, -12, -6, 7, 5
O=C(NCCCn1cccn1)C1CCC(=O)N(CCc2ccccc2)C1 (centres undefined)
    2, -3, 0, 0, -5, 6, 3, 5
C[C@@]12C(=O)OC(=O)[C@]1(C)C1CCC2O1
    40, 9, -2, -2, 0, -2, -1, 17
Cc1cccc(C)c1OCC(O)CN1CCCCC1 (centres undefined)
    12, 0, 7, 6, -9, 11, 5, 1
CCOC(=O)c1cc2c(=O)n3ccccc3nc2n(CCCOC)c1=NC(=O)C(C)(C)C
    8, -4, -7, -3, 1, 4, -1, -9
Cc1cc(C)nc(NS(=O)(=O)c2ccc(NC(=O)CCC(=O)O)cc2)n1
    -4, 1, 1, 5, 1, -4, -2, -3
COc1ccc(CCNC(=S)Nc2ccc(C)cc2C)cc1
    3, -1, 22, 0, 3, 4, -9, -8
O=C(c1ccc(Cl)c([N+](=O)[O-])c1)N1CCN(c2ccccn2)CC1
    2, -1, 2, 3, 11, 3, -2, -5
Cc1cc(CN(C)C(=O)C2CCC(=O)N(CCc3ccccc3)C2)n[nH]1 (centres undefined)
    1, 9, 20, -4, 4, 9, -6, 5
COc1cccc(OCCCCSc2ncccn2)c1
    -1, 2, 3, 2, 2, -1, 4, 0
O=C1NN=C(c2ccc(Cl)cc2)CC1c1cccc(Cl)c1 (centres undefined)
    31, 1, 5, -17, 21, 2, -10, 25
O=C(NCCCN1CCOCC1)C(=O)NCC1OCCN1S(=O)(=O)c1ccc(Br)cc1 (centres undefined)
    6, 0, 7, 4, 2, 7, 2, -3
C=C(C)c1cccc(C(C)(C)NC(=O)N2CCCC2)c1
    -19, -3, -16, 17, -7, 1, 0, 4
COc1cccc(CC2(CO)CCN(Cc3cnc(N4CCOCC4)s3)CC2)c1
    29, -2, 0, 1, -2, 10, -13, 1
CCCCSc1nnc(-c2ccc(C)cc2)c2ccccc12
    ., ., 27, ., 11, ., 4, 12
COc1ccc(C2(O)C(=O)Nc3ccc(C)cc32)cc1OC (centres undefined)
    3, -5, 8, -1, 0, -5, 8, 5
CCOC(=O)c1c(C)nc2cc(C)ccn12
    -6, -6, 9, 9, -7, 2, 0, -2
O=C(c1n[nH]c2c1CCC2)N1CCCC(Nc2cccc(F)c2)C1 (centres undefined)
    -2, -6, 9, -46, -5, -1, -1, 5
Clc1cccc(NCc2ccccc2)n1
    2, -4, 8, 4, -11, 2, 0, -1
CN(C)S(=O)(=O)c1ccc(C(=O)NCC(=O)Nc2ccc(F)c(F)c2)cc1
    9, -2, 10, 15, -14, 6, -12, -5
Cc1ccc(NC(=O)COC(=O)CNC(=O)C2CCCCC2)c(Br)c1
    -17, -3, 5, 19, -1, 0, -2, 4
CCOc1ccc(N=C2SCC(=O)N2CC)cc1
    4, -2, 10, 17, -14, -1, -7, -4
COC(=O)c1ccccc1NC(=O)c1noc2c1CCC2
    -5, 0, -6, 0, -4, 11, -12, 29
NS(=O)(=O)c1ccc(CNC(=O)Cc2c(F)cccc2Cl)cc1
    0, -3, 1, -11, 2, 2, 0, -3
CCCS(=O)(=O)N1CCC(C(=O)NCCN2CCCC2)CC1
    3, -1, -20, 9, -6, 1, -2, 9
CCCCSc1cc(C)nc(N)n1
    -22, -5, 2, 2, -1, -4, -5, 17
CC1(C)CC(=O)C=C(NC2CC(C)(C)NC(C)(C)C2)C1
    2, -1, -2, -4, 0, 5, 3, -2
CC(=NCCc1c(C)[nH]c2ccc(OCc3ccccc3)cc12)C1=C(O)CC(c2ccccc2)CC1=O (centres undefined)
    10, 0, 8, 7, 46*, -12, 9, -6
COc1cccc(/C=C2\SC(=S)N(CCC(=O)NCCc3ccc(O)cc3)C2=O)c1
    14, 0, -1, 13, 4, -15, 3, 1
Cc1sc2nc(CSCC(=O)N(C)CC(=O)Nc3ccc(F)cc3)[nH]c(=O)c2c1C
    4, -7, 25, 8, -10, 11, 1, -11
CCCC(=O)Nc1ccc(Cc2ccc(NC(=O)CCC)c(C(=O)O)c2)cc1C(=O)O
    5, -1, 15, 2, 3, -1, -10, 10
O=C(O)CSc1nnc(-c2ccco2)o1
    2, -4, 7, 10, -1, -6, -6, -10
O=C(CSc1ccccc1C(=O)NCc1ccccc1)NC12CC3CC(CC(C3)C1)C2
    3, 2, 5, 11, 8, -2, -11, 15
CCn1c(CNC(=O)c2ccccc2)nc2ccccc21
    0, -5, 21, 3, -6, 5, -2, -2
Cn1c(NC(=O)Cc2cccc3ccccc23)cc(=O)n(C)c1=O
    7, -2, 4, -75, 3, 4, 4, -6
CCCCn1nc2cc(C(=O)N(CC)c3ccc(OC)cc3)ccc2c1OCC
    0, 8, 7, 13, -6, 13, 0, -3
Cc1cc(NC(=O)CSc2n[nH]c(CC(C)C)n2)no1
    -79, -3, 1, 8, -3, 4, -9, -5
Cc1ccc(S(=O)(=O)Nc2cc(Cl)ccc2-n2cncn2)cc1
    4, 0, -11, 4, 6, -7, -9, -7
CCN1CCN(c2ccc(NC(=O)c3cccc(F)c3)cc2Cl)CC1
    -31, -2, 6, -2, -2, 11, 10, -17
COC(=O)c1ccccc1NC(=O)c1ccccc1SC
    7, -2, -3, -19, -1, 1, -2, 5
C(=C\c1nccc2c1[nH]c1ccccc12)/c1ccccc1
    -17, 0, -20, 6, 55*, 11, -10, -4
CCC(=O)Nc1ccc(C(=O)CSc2nnc(-c3ccc(O)cc3)n2CC2CCCO2)cc1OC (centres undefined)
    3, -3, 0, -12, -3, 4, -2, 4
COc1ccc(Nc2nc(N3CCCC3)nc(N3CCOCC3)n2)cc1
    12, -4, -13, 3, 6, -8, -11, -8
COc1ccc(NC(=O)N2CCc3cc(OC)c(OC)cc3C2)cc1
    -1, 1, 8, -28, -1, -4, 6, -1
Cc1ccc2nc(C)cc(N/N=C/c3cccnc3)c2c1
    -1, -4, 13, 7, -10, 9, 5, -12
O=C(Nc1c(F)cccc1F)c1ccc(-n2cncn2)nc1
    0, 0, 10, 13, 11, 11, -8, -3
Cc1ccc(NC(=O)CCSCCc2ccccn2)cc1
    18, -2, 4, -5, -2, 10, 5, 17
COc1ccc(-n2c(CNC(=O)c3cccs3)n[nH]c2=S)cc1
    1, -2, -8, -30, -3, 2, -11, -1

Arranged by the number under APJ agonist (lowest first): some entries from above.
mol | APJ agonist
Cc1ccc2nc(C)cc(N/N=C/c3cccnc3)c2c1 | -4
Cc1cc(NC(=O)CSc2n[nH]c(CC(C)C)n2)no1 | -3
O=C(Nc1c(F)cccc1F)c1ccc(-n2cncn2)nc1 | 0

Carrying on.
Fields: Gli-Sufu block, APJ agonist, CCR6 antagonist, APJ antagonist, EBI2 antag, UBC13 inh, CXCR6 block, ATG4B inh
COc1cc(/C=N/NC(=O)c2ccc(N(C)S(=O)(=O)c3ccccc3)cc2)cc(OC)c1OC
    1, -1, -3, 1, 15, -7, 3, -19
O=C1C2C3C=CC(C3)C2C(=O)N1c1cccc2ccccc12 (centres undefined)
    5, -1, 1, 2, -2, -5, -1, -9
Cc1ccc(-c2nc(CN(CC3CCC3)CC3CCCO3)c(C)o2)s1 (centres undefined)
    30, -4, 10, -2, 13, 12, 7, 11
COc1ccccc1-c1nc(C#N)c(NCCCn2ccnc2)o1
    3, 4, 1, 16, 7, 5, 7, -8
CCOC(=O)c1sc(Nc2cccc(Cl)c2)nc1C
    -19, 2, 13, 6, 3, 15, 0, 0
C[C@H](CO)N1C[C@H](C)[C@@H](CN(C)S(=O)(=O)c2cccs2)Oc2c(NC(=O)c3ccncc3)cccc2C1=O
    -20, -1, 5, 8, -15, -6, 10, -16
CCCC(C)c1nnc(NC(=O)C2CC(=O)N(c3ccc(OCC)cc3)C2)s1 (centres undefined)
    -8, -1, 4, -16, 0, -4, -2, -24
CC(C)(C)c1ccc(NC(=O)NCc2ccco2)cc1
    -23, -2, 3, -16, 0, 6, 2, 15
Cc1ccc(NS(=O)(=O)c2ccc(C)c(C(=O)Nc3ccc(S(=O)(=O)Nc4onc(C)c4C)cc3)c2)cc1
    -3, ., 4, ., -10, ., -2, -20
N#C/C(=C\c1ccccn1)c1ccccn1
    -3, -1, -16, 12, -16, -4, -2, 1
COc1ccc(S(=O)(=O)N(C)C[C@H]2Oc3ccc(NC(=O)Nc4ccccc4)cc3C(=O)N([C@H](C)CO)C[C@@H]2C)cc1
    -5, 2, -1, 2, -6, -16, -14, -4
O=C1CSc2ccc(S(=O)(=O)N3CCN(c4ccccc4F)CC3)cc2N1
    16, 3, 8, -35, 0, -11, -6, 3

Screening data as filed in PubChem BioAssay.
